Assay outcomes: PubChem, Sanford-Burnham Center for Chemical Genomics
ATG4B inh = ATG4B protease inhibitors, primary screen, biochemical, fluorescence, uHTS. Cysteine protease ATG4B (Homo sapiens), Q9Y4P1. 340,000 tested, 0.51% active. ATG4B cleavage of LC3-PLA2, NBD-HPC fluorescence, 1 h. AID 504462, 2011. inhibition, % at 8.33 µM; in the data active means inhibition above about 40%
mIAP activ = activators of mouse IAP, primary screen, biochemical, luminescence, uHTS; activation factor at 10 µM; 330,000 tested, 0.24% active; muIAP, CDP-Star luminescence, 30 min; stronger effect = higher value; 1 = vehicle-only enzyme signal, 0 = enzyme-free wells; AID 2805, 2010; intestinal alkaline phosphatase [Mus musculus];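 active means activation factor of at least 2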; further: the source names both 10 and 20 µM as test concentration; values of inactives mirror those of a sister screen read the other way
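Assay system: mouse IAP enzyme / Compound: DMSO-dissolved test compounds / Timing: 30 min, room temperature / Measured by: luminescence from enzymatic CDP-Star hydrolysis / Control set: DMSO-only wells, enzyme-free buffer wells as negative control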
hIAP block = human IAP inhibitors, primary screen, biochemical, luminescence, uHTS. 330,000 tested, 0.12% active. Intestinal-type alkaline phosphatase (Homo sapiens), P09923. AID 2544, 2010. purified IAP, CDP-Star luminescence, 30 min. inhibition, % at 10 µM;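 active means inhibition reaching a set limit with compound at 10 µM in the primary screen, cut at about 35% in these data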;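 further: plate controls were DMSO wells with enzyme for no effect and no-enzyme buffer wells for full effect; values of inactives mirror those of a sister screen read the other way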
Target sequence (P09923 whole entry, looked up): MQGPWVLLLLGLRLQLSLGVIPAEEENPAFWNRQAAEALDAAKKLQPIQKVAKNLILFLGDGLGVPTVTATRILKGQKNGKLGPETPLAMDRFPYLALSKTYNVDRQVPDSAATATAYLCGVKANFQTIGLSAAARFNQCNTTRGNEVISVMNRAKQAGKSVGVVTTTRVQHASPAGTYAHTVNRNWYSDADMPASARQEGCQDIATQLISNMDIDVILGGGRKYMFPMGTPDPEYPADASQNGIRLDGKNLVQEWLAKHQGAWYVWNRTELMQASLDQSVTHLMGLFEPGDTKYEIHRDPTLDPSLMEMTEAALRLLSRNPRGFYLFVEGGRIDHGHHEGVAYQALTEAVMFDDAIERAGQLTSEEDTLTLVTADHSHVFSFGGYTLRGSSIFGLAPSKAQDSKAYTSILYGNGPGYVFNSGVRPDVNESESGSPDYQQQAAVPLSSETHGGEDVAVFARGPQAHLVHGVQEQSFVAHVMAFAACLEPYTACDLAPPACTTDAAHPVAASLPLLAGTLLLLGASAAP
A3A deaminase = APOBEC3A ssDNA deaminase inhibitors, primary screen, selectivity assay for APOBEC3G inhibitor project, biochemical, FAM/TAMRA oligo cleavage fluorescence. DNA dC->dU-editing enzyme APOBEC-3A (Homo sapiens), P31941. 330,000 tested, 0.41% active. recombinant A3A, FAM/TAMRA ssDNA deamination fluorescence. inhibition, % at 20 µM;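 active means at least 40% inhibition at 20 µM here, with at most 30% in a related deaminase screen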;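 further: plate controls were A3A with DMSO for no effect and wells lacking A3A enzyme for full effect; some results filed as inactive read as strong as hits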
Target sequence (P31941 whole entry, looked up): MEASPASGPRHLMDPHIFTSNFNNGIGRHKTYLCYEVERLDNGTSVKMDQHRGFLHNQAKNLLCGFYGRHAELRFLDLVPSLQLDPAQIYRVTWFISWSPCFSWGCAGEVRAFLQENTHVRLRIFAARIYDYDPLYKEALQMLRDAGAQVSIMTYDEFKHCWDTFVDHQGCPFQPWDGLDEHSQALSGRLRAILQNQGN
A3G deaminase = APOBEC3G DNA deaminase inhibitors, primary screen, biochemical, fluorescence, single-stranded DNA substrate, uHTS. DNA dC->dU-editing enzyme APOBEC-3G (Homo sapiens), Q9HC16. recombinant A3G, ssDNA deamination FAM/TAMRA fluorescence. inhibition, % at 20 µM. 330,000 tested, 0.28% active. AID 493012, 2011;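 active means inhibition of at least 40% at 20 µM, with no more than 30% in the related APOBEC3A deaminase screen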;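 further: plate controls were DMSO wells with A3G for no effect and wells lacking A3G enzyme for full effect; some compounds called inactive have numbers as strong as hits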
mIAP inh = inhibitors of mouse IAP, primary screen, biochemical, luminescence, uHTS. purified mouse IAP, CDP-Star luminescence, 30 min. 330,000 tested, 0.2% active. inhibition, % at 10 µM. intestinal alkaline phosphatase [Mus musculus];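 active means inhibition of at least 40% at 10 µM in the primary screen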;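 further: plate controls were DMSO with enzyme for no effect and no enzyme wells for full effect; values of inactives mirror those of a sister screen read the other way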
beta cell repl = inducers of MIN6 beta-cell proliferation, primary screen, ATP luminescence, uHTS | MIN6 cells proliferation, ATPlite luminescence, 48 h; cells starved in 0.2% serum; 100% = growth in 10% serum | proliferation, % at 10 µM | 330,000 tested, 0.29% active;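 active means compounds whose signal lies at least 3.5 SD above the mean of all wells on their plate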;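 further: 0% = DMSO-treated cells in low-serum medium and 100% = 10% serum control; some compounds called inactive have numbers as strong as hits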
hIAP activ = human IAP activators, primary screen, biochemical, luminescence, uHTS. AID 2524, 2010. 330,000 tested, 0.16% active. activation factor at 10 µM. purified human IAP, CDP-Star luminescence, 30 min; stronger effect = higher value; 1 = vehicle-only enzyme, 0 = enzyme-free background. Intestinal-type alkaline phosphatase (Homo sapiens), P09923;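 active means activation factor of the enzyme at least 2-fold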; further: the source names both 10 and 20 µM as test concentration; values of inactives mirror those of a sister screen read the other way
MPTP block = mitochondrial permeability transition pore inhibitors, primary screen, biochemical, isolated mouse mitochondria, absorbance | Ca2+ swelling absorbance, 30 min | inhibition, % at 10 µM | 360,000 tested, 1.4% active | AID 602449, 2012;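 active means inhibition of 50% or more, scaled per plate between neutral and stimulator controls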;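 further: 0% = DMSO wells given calcium and 100% = 1 mM EGTA wells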
* marks the source's active call; other numbers are inactive results; / = no result given; & = joins results of further samples.

SMILES	ATG4B inh	mIAP activ	hIAP block	A3A deaminase	A3G deaminase	mIAP inh	beta cell repl	hIAP activ	MPTP block
COc1ccccc1N1CCN(S(=O)(=O)c2ccc3nc(-c4ccccc4)[nH]c3c2)CC1	59*	0.97	-5	-4	-12	3	-2	1	19
Cc1cccc(NC(=O)CSc2nnc(CNC(=O)c3ccco3)n2C)c1C	-3	0.99	-5	-1	3	0	-3	1.1	1.4
CCN(CC)S(=O)(=O)c1ccc2[nH]c(=O)c3ccccc3c2c1	3	1.1	-1	2	-3	-12	2	1	1.2
CN1CCN(C(=O)c2cc(Cl)ccc2Cl)CC1	1	0.95	4	4	5	5	0	0.96	-1.9
Cc1ccc(C)c2c1sc(=NC(=O)CN1C(=O)CCC1=O)n2C	-15	1.1	18	-4	-8	-6	-4	0.82	-1.7
O=C1C=CC(=C(c2ccc(O)cc2)c2ccc(O)cc2)C=C1	4	0.67	31	23	28	34	-8	0.69	2.1
COc1ccc(C2/C(=C(/O)c3ccc(C)cc3)C(=O)C(=O)N2C)c(OC)c1 (centres undefined)	-9	1	0	-9	-4	-3	-3	1	0.7
O=C(c1ccc2c(c1)OCO2)N(Cc1ccco1)C1(C(=O)NC2CCCCC2)CCCCC1	1	0.96	0	-1	-3	4	-1	1	3.8
CCCC(=O)N1CCN(c2nc(CC(C)C)c3c(c2C#N)CCC3)CC1	4	0.97	22	0	-2	3	1	0.78	-1.0
C=CCNC(=O)c1cc2c(C(F)(F)F)nn(C)c2s1	-2	1.1	-20	-3	-4	-6	-1	1.2	-1.0
COc1ccc2c(c1OC)C(=O)OC2Nc1ccc(S(=O)(=O)N=C(N)N)cc1 (centres undefined)	-6	1.1	-4	4	0	-6	-1	1	1.5
CN1CCC(N(C)C(=O)NC2CCCCC2)CC1	-1	0.99	17	2	-7	1	-2	0.83	-1.0
CNC(=S)SCCOc1ccc(C)cc1	2	0.94	4	-2	-6	6	-3	0.96	3.1
O=C(Nc1ccc([N+](=O)[O-])cc1)OCCc1ccccn1	-2	0.94	-19	-7	-8	6	-1	1.2	1.1
C=CSc1sc(Cl)c(N(C)C)c1[N+](=O)[O-]	2	0.86	7	4	1	14	-2	0.93	-3.4
COc1ccc(N2CCN(C(=O)C34CCC(C)(C(=O)C3)C4(C)C)CC2)cc1 (centres undefined)	-4	0.99	-23	0	-1	1	-1	1.2	-5.8
CCN(CC(=O)Nc1c(F)cccc1F)C(=O)c1ccc(C(=O)c2ccccc2)cc1	-1	1.1	-26	-3	-5	-6	0	1.3	0.4
COc1ccc(C)cc1NC1=C(Cl)C(=O)N(C2CCCCC2)C1=O	1	0.86	0	-2	-6	14	-6	1	-2.1
CCOC(=O)C1(Cc2ccccc2)CCCN(Cc2cccc(C(C)=O)c2)C1 (centres undefined)	2	1	14	-1	-9	-1	-5	0.86	-2.3
Cn1c(N)nc2nc(CCc3ccccc3)c(=O)[nH]c2c1=O	-3	1.1	-9	5	-8	-12	-1	1.1	-0.9

ATG4B inh: what is marked active above.
SMILES | ATG4B inh | mIAP activ | hIAP block | A3A deaminase | A3G deaminase | mIAP inh | hIAP activ | MPTP block
COc1ccccc1N1CCN(S(=O)(=O)c2ccc3nc(-c4ccccc4)[nH]c3c2)CC1 | 59* | 0.97 | -5 | -4 | -12 | 3 | 1 | 19

The results go on:
SMILES	ATG4B inh	mIAP activ	hIAP block	A3A deaminase	A3G deaminase	mIAP inh	beta cell repl	hIAP activ	MPTP block
CCCCn1c(CNC(=O)C(C)(C)C)nc2ccccc21	-12	0.85	19	-3	-6	15	6	0.81	0.0
COc1ccc(N2CCN(C(CNC(C)=O)c3ccco3)CC2)cc1 (centres undefined)	-6	0.99	-6	11	-3	1	0	1.1	1.4
Cc1ccc(OC(C)C(=O)Nc2ccncc2)cc1C (centres undefined)	-1	1.1	-1	-1	-2	-5	-1	1	48
O=C(O)c1cc(Cl)c(Cl)cc1C(=O)Nc1cccc2cccnc12	25	0.83	-5	-2	-3	17	-4	1.1	0.0
Cn1c(=O)c(C(=O)NNC(=O)c2ccccc2Br)c(O)c2ccccc21	1	0.83	-37	-1	0	17	-3	1.4	0.5
CCC(C)n1c(SCc2ccc([N+](=O)[O-])cc2)nc2ccsc2c1=O (centres undefined)	16	0.98	7	-1	-7	2	-5	0.93	28
CCOC(=O)N1CCN(c2cc(=O)n(-c3ccc(C)cc3)c(=O)[nH]2)CC1	-16	1	4	-5	-6	-1	-4	0.96	-1.2
Cc1ccc(C(=O)NC(C#N)=C(Cl)Cl)cc1	-3	0.89	12	1	-4	11	-5	0.88	/
O=C(CN1C(=O)c2ccccc2C1=O)NCc1ccncc1	9	0.91	9	2	-1	9	-3	0.91	1.0
CCN(Cc1nc(-c2ccc(C)cc2)no1)C(=O)c1ccco1	0	1	1	-2	-9	-4	-2	0.99	1.5
O=[N+]([O-])c1ccc(C[n+]2cc(-c3ccccc3)n3c2CCCCC3)cc1	-3	0.94	-2	-1	-4	6	0	1	-0.7
O=C(COC(=O)c1ccccc1O)Nc1ncc(Cl)cc1Cl	-15	0.83	-5	24	3	17	1	1.1	1.5
OCCC1CN(Cc2cn[nH]c2C2CCCCC2)CCN1C1CCCC1 (centres undefined)	-2	1	14	-2	-11	-2	-4	0.85	-0.2
CN(Cc1ccccc1)C(NC(=O)c1ccco1)C(Cl)(Cl)Cl (centres undefined)	-6	1	2	-2	-10	-2	-2	0.98	1.2
O=C(Cc1ccccc1[N+](=O)[O-])Nc1ccc2c(c1)OCO2	-24	1.1	-5	-7	-3	-13	-1	1.1	1.2
CC(C)(C)n1nnnc1CN(Cc1ccco1)Cc1cc2cc3c(cc2[nH]c1=O)OCO3	2	0.97	18	5	11	3	0	0.82	-1.2
CCC(=O)Nc1ccc(OCC2CCCO2)cc1 (centres undefined)	4	1.1	-3	-4	-3	-6	-2	1	-0.5
COc1ccccc1NC(=O)c1cc(S(=O)(=O)N2CCCC2)cn1C	-4	1	7	0	-2	-5	3	0.93	-1.1
CCOc1ccc(N(CC(=O)NCCC2=CCCCC2)S(=O)(=O)c2ccccc2)cc1	3	1.1	0	0	9	-7	-4	1	-0.9
CCOc1ccc(CNC(=O)CN2C(=O)C(c3ccccc3)Oc3cccnc32)cc1 (centres undefined)	8	0.99	-2	2	-2	1	0	1	-0.2

Four of the entries above in order of the ATG4B inh value, falling:
SMILES | ATG4B inh
CCC(=O)Nc1ccc(OCC2CCCO2)cc1 (centres undefined) | 4
Cn1c(=O)c(C(=O)NNC(=O)c2ccccc2Br)c(O)c2ccccc21 | 1
O=[N+]([O-])c1ccc(C[n+]2cc(-c3ccccc3)n3c2CCCCC3)cc1 | -3
O=C(COC(=O)c1ccccc1O)Nc1ncc(Cl)cc1Cl | -15

Following part.
SMILES	ATG4B inh	mIAP activ	hIAP block	A3A deaminase	A3G deaminase	mIAP inh	beta cell repl	hIAP activ	MPTP block
COc1ccc(OC)c(-c2cc(C(=O)Nc3ccc(F)cc3F)no2)c1	-1	0.97	14	5	-5	2	-2	0.86	-0.4
CC(=O)N/C(=C/c1ccccc1)C(=O)N1CCCCC1	7	1	7	-2	-2	-1	0	0.93	0.7
COc1ccc(/C=N/Nc2ccccc2C(=O)O)cc1Cn1cc([N+](=O)[O-])cn1	7	0.9	15	1	-3	10	0	0.85	1.1
O=C(/C=C/c1ccc2c(c1)OCO2)N1CCN(c2ccccc2F)CC1	-12	1.1	-19	-1	-7	-8	0	1.2	0.0
COc1ccc(S(=O)(=O)NCCC(=O)NC2CCCCC2C)cc1[N+](=O)[O-] (centres undefined)	-7	0.91	16	9	3	9	3	0.84	-1.5
C=CCC1c2cccc(C(=O)OC)c2C(=O)N1c1ccccc1 (centres undefined)	-3	0.99	9	2	2	0	0	0.91	0.8
Cc1cccc(NC(=O)CNC(=O)CCNC(=O)c2ccc(C(C)(C)C)cc2)c1C	3	1.1	-7	-4	-4	-10	-2	1.1	-0.3
NC(=NCCCCCCN=C(N)/N=C(\N)Nc1ccc(Cl)cc1)/N=C(\N)Nc1ccc(Cl)cc1	16&16&9	0.86	-4	0&-5&0	-9&-4&-7	20	-8	1.1	19&25&1.1
Cc1nc(CCNC(=O)CC2C(=O)NCCN2CC(C)C)nc2c1CCC2 (centres undefined)	-3	1	-13	1	-3	-3	0	1.1	-0.6
COc1ccc(CNC(=O)C2CC(c3ccccc3C(F)(F)F)=NO2)cc1 (centres undefined)	-2	1	12	0	13	-4	-4	0.89	-1.3
O=C(NCc1ccncc1)/C(=N/O)c1ccccc1	-2	1.1	13	0	-1	-9	-2	0.87	2.6
C=CCN=C1SC(C)C(=O)N1S(=O)(=O)c1ccccc1 (centres undefined)	-9	1	-17	2	2	-4	-2	1.2	-0.6
COCCSc1ccccc1C(=O)N1CCN(Cc2ccccc2)CC1	1	0.95	-4	2	-5	5	1	1	2.1
CCC(C)N1CC23C=CC(O2)C(C(=O)OCc2ccccc2)C3C1=O (centres undefined)	-12	0.97	12	-4	-4	3	-1	0.88	0.3
O=S(=O)(N/N=C\c1ccc2c(c1)OCO2)c1ccccc1	8	1	4	-4	-5	-1	-1	0.96	3.3
CCOC(=O)N1CCN(C(=O)c2ccc(C)c(S(=O)(=O)Nc3ccccc3)c2)CC1	7	0.94	5	-4	-10	6	2	0.95	-2.3
Cc1ccc(CN(c2ccc(C(=O)N3CCc4ccccc4C3)cc2)S(C)(=O)=O)cc1	56*	1	-19	0	-5	-2	-1	1.2	-1.1
Cc1ccc(NS(=O)(=O)c2ccc(CCC(=O)O)cc2)cc1	-7	0.85	-8	-2	-7	15	0	1.1	-2.3
CCCC(=O)NC(=S)Nc1sc2c(c1C(N)=O)CCC2	-1	0.8	16	0	8	20	-3	0.84	16
CC(C)n1c(=N)c(C(=O)NCCc2ccccc2)cc2c(=O)n3ccccc3nc21	-11	0.93	-4	-4	-9	7	-3	1	-2.1
CCc1nnc(NC(=O)CCN2C(=O)c3ccccc3C2=O)s1	-4	0.98	10	0	-4	2	1	0.9	-0.8
O=C1CCN(S(=O)(=O)c2ccccc2)CCN1CCOCc1ccc(Cl)cc1	-10	1.1	-8	1	-13	-6	4	1.1	-1.6
CC(C(=O)N1CCc2ccccc21)N1CCN(S(=O)(=O)c2cccc(C(F)(F)F)c2)CC1 (centres undefined)	-2	0.98	16	-2	-5	2	-4	0.84	-1.3
O=c1[nH]cnc2ncc(-c3ccc(O)cc3)nc12	-7	0.95	-10	-4	2	5	0	1.1	-0.4
CCOC(=O)c1cnn(-c2ccc(NS(=O)(=O)c3ccc(Cl)cc3)cc2)c1C(F)(F)F	-9	0.92	1	-2	-6	8	-4	0.99	22
O=C(COc1ccc(F)cc1)Nc1nnc(C2CC2)s1	-2	0.94	-5	6	13	6	0	1.1	-0.1
